Source: PubChem (several laboratories)
PKA-R1A activ: activates the PKA-R1A holoenzyme complex; P00514+P68181; PKA-R1A dissociation, Cy5-IP20 fluorescence polarization; scaled: DMSO 0%, 113 µM cGMP 100%; activation, % at 11.4 µM; 340,000 tested, 0.083% active; AID 504707;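 active = percent activation above the mean of all tested compounds plus 3 SD, cut at about 19% in these data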;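 note: higher means more PKAc released from R1A so a rise in polarization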
MOR-DOR inv ag: inverse agonist of human OPRM1-OPRD1 heterodimerization. P35372+P41143. cell-based MOR-DOR heterodimer luminescence, inverse agonism. inhibition, % at 9.3 µM. 340,000 tested, 0.21% active; in the data active = inhibition above about 22%, passing the limit was not always enough;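 note: 0% = cells with DMSO and 100% = wells without cells with DMSO; values of inactives mirror those of a sister screen read the other way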
Target sequence (P35372 whole entry, looked up): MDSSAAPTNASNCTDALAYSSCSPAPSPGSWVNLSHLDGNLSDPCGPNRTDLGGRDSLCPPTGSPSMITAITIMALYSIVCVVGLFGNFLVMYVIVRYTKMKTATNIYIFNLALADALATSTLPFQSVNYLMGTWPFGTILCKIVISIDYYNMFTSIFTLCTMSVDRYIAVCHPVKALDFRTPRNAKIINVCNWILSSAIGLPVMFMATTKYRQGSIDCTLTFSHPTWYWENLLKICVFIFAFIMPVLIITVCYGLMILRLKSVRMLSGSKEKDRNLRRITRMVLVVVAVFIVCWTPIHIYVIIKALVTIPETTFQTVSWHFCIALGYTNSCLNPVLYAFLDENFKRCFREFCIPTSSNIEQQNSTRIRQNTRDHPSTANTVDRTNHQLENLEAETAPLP
Target sequence (P41143 whole entry, looked up): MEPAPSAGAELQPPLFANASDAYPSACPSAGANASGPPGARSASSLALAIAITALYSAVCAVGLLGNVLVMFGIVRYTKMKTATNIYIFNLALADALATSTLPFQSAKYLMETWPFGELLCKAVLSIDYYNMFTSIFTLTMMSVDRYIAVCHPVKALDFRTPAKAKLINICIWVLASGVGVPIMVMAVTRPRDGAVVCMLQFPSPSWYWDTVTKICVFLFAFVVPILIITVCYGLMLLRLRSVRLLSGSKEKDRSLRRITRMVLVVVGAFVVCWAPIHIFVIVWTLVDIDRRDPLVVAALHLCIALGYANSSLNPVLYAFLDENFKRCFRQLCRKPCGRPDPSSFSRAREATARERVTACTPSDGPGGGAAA
AddAB inh: less growth of phage-infected E. coli with AddAB; E. coli expressing H. pylori AddAB, absorbance growth; inhibition, % at 11.9 µM; 330,000 tested, 0.29% active; AID 435030; in the data active = inhibition above about 12%;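 note: 0% = vehicle wells of infected cells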
MOR-DOR ag: agonists of human mu-delta opioid receptor heterodimerization; activation, % at 9.3 µM; cells, OPRM1-OPRD1 heterodimerization, luminescence; 340,000 tested, 0.3% active; in the data active = activation above about 18%;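 note: 0% = vehicle-treated cells and 100% = reference agonist; values of inactives mirror those of a sister screen read the other way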
PfHsp90 yeast 2: reduces growth (ATP signal) of yeast expressing P. falciparum Hsp90 | inhibition, % at 9.4 µM | 310,000 tested, 0.32% active | S. cerevisiae expressing PfHsp90, BacTiter-Glo ATP, 48 h; yeast lacking PDR1 and PDR3 efflux regulators;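 active = every replicate shows inhibition above about 80%, whatever the replicate mean, limit read from the data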;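 note: 0% = DMSO neutral controls and 100% = 20 µM radicicol positive controls; yeast relying on Plasmodium falciparum Hsp90 in place of its own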
phage Ecoli inh: E. coli growth loss with phage present | 360,000 tested, 0.26% active | AID 651602 | growth absorbance | inhibition, % at 11.9 µM; in the data active = inhibition above about 11%
Pemphigus Ab inh: human desmoglein-3 autoantibody binding inhibition | P32926 | DSG3-coupled beads, scFv-anti-DSG3-GFP binding, flow cytometry; hits give low values | binding (percent of control), % at 10 µM | 310,000 tested, 0.48% active;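 active = binding more than 3 SD below its plate's average and above zero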;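 note: hits lower antibody fragment binding to DSG3; some compounds called inactive have numbers as strong as hits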
HTR5A inv ctr: inverse agonist of human HTR5A in OPRM1-OPRD1 counter-screen. AID 504634. P47898. HTR5A cell line, luminescence, inverse agonism. inhibition, % at 9.3 µM. 340,000 tested, 0.083% active; in the data active = inhibition mostly above about 23%, no sharp cut-off; inactive = mostly below about 18%;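 note: 0% = cells with DMSO and 100% = no-cell wells with DMSO; some compounds called inactive have numbers as strong as hits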
Mot1-301 SUMO: inhibitors of SUMOylation pathway: yeast Mot1-301 growth rescue; 320,000 tested, 1% active; growth rescue, % at 18.8 µM; S. cerevisiae Mot1-301 growth rescue, ATP luminescence, 38.5C; percent above DMSO median, 100 means doubled;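 active = every valid replicate shows activation above 250% relative to neutral control wells; inactive = the rest, any valid replicate at or below 250%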;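 note: OY570 slx delta 5 strain wells were the positive control but not used for scaling; some compounds called inactive have numbers as strong as hits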
HTR5A ag: HTR5A agonism, opioid heterodimer counter-screen. activation, % at 9.3 µM. 340,000 tested, 0.61% active. AID 504692. HTR5A agonist assay, luminescence, cell-based. P47898; in the data active = activation mostly above about 9.5%, no sharp cut-off; inactive = mostly below about 7.6%;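 note: 0% = cells with vehicle only and 100% = reference agonist; strong numbers were not always called active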
Ecoli viability: reduces bacterial viability in AddAB counter-screen. E. coli V3065 growth, OD600 absorbance, 18 h. 330,000 tested, 0.27% active. inhibition, % at 11.9 µM;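 active = inhibition above the campaign's mean inhibition across all tested compounds plus 3 SD, cut at about 9.9% in these data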;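 note: uninfected addAB+ strain grown without phage in ampicillin broth; 0% = DMSO wells and 100% = ciprofloxacin 0.95 µg/ml wells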
An asterisk follows results filed as active; x = not tested or not shown. Not all compounds are listed. The share of hits here may be higher or lower than overall.

SMILES	PKA-R1A activ	MOR-DOR inv ag	AddAB inh	MOR-DOR ag	PfHsp90 yeast 2	phage Ecoli inh	Pemphigus Ab inh	HTR5A inv ctr	Mot1-301 SUMO	HTR5A ag	Ecoli viability
S=P1(Oc2ccccc2)Nc2ccccc2N1	-6	-12	x	2.4	-51	3.8	95	1	x	0	x
CC(C)CNC(=O)/C=C/C=C/CCCCCC/C=C/c1ccc2c(c1)OCO2	0	24	0.8	-4.8	-8	2.6	x	3	x	3	0.4
C=COCCn1c(C)c(C(C)=O)c2cc(O)ccc21	0	9	1.3	-1.8	1	3.9	96	17	0	1	-0.4
O=C1NC(=S)NC(=O)C1C1CCCCC1	-14	21	-1.9	-4.0	14	4.6	99	-3	137	1	-2.3
CCOC(=O)C1SC2(C(F)(F)F)CC1(O)c1c(C)cc(C)nc1O2 (centres undefined)	0	3	2.3	-0.6	15	0.2	100	-19	-3	2	0.5
CCOc1cc(C=O)ccc1O	-16	16	1.9	-2.9	-3	3.5	107	-1	x	6	0.6
CC(NC(=O)Cc1cccc2ccccc12)C(=O)N1CCC(=O)CC1 (centres undefined)	-8	10	-1.7	-2.0	7	7.3	99	2	14	-1	0.9
COP(=O)(OC)C(Nc1ccccn1)c1ccccc1 (centres undefined)	-8	20	4.8	-3.8	14	1.4	82	-2	-9	-3	2.0
CC(=NC(C)c1ccccc1)c1c(O)[nH]c(=O)[nH]c1=O (centres undefined)	-7	9	0.4	-1.7	-3	0.3	100	20	4	2	-0.4
NC(Cc1ccccc1)c1nn[nH]n1 (centres undefined)	-7	12	x	-2.4	3	3.2	113	-17	x	4	x
COC(=O)C1=C(c2ccc(OC(F)(F)F)cc2)C[C@@H]2CC[C@H]1N2C(=O)NC(C)C	-6	9	2.1	-1.9	12	1.8	99	-8	-6	2	-0.4
CCOC(=O)N(c1ccccc1)P1(=S)OCCO1	-11	-4	4.7	0.8	9	1.3	99	10	-36	-4	0.1
COC(=O)C1=C(c2ccc(OC(F)(F)F)cc2)C[C@@H]2CC[C@H]1N2C(=O)NCCCOC(C)C	0	8	-4.2	-1.3	0	4.9	x	-7	0	2	0.5
CN1CCN(c2ccc(C(N)=O)cc2N)CC1	5	19	0.2	-3.4	0	3.3	91	-4	-2	1	1.2
CCC1([N+](=O)[O-])COP(N)(=O)OC1 (centres undefined)	11	6	x	-1.2	3	1.8	90	1	x	0	x
COc1ccc(N2C(=O)/C(=C/c3ccco3)C(=O)NC2=S)cc1	-3	5	-0.9	-1.0	3	2.2	89	16	-13	-4	-0.2
CC1N(O)C2CCCCCC2N1O (centres undefined)	-4	24	4.5	-5.9	-1	1.7	x	-10	-4	4	-1.9
O=c1cc(C(F)(F)F)c2cc3c4c(c2o1)CCCN4CCC3	10	-14	2.3	2.9	-18	2.5	131	-3	4	1	-2.9
Cc1ccc(-n2c(C)cc(/C=C3/C(=O)NC(=O)N(Cc4ccco4)C3=O)c2C)cc1	-1	7	1.9	-1.4	-18	1.8	83	-1	0	4	2.5
O=C(COc1ccccc1)N1CCN(CCN2C(=O)c3cccc4cccc(c34)C2=O)CC1	-8	6	3.3	-1.3	8	0.9	97	-2	-7	0	0.8
c1ccc2sc(NC3=NCCN3)nc2c1	-8	10	3.0	-1.6	-3	4.8	98	10	-30	4	-0.2
COc1ccc(C(=O)C2CCCN(Cc3cccc(C)n3)C2)c(OC)c1 (centres undefined)	4	-3	1.7	0.5	-13	-1.4	98	-2	379	4	-1.5
CN1C2CCC1CC(OC(=O)c1cccc(O)c1)C2 (centres undefined)	-1	18	x	-3.6	3	1.9	x	4	x	-1	x
COc1ccc(CC(C)NC2CCCCCC2)cc1 (centres undefined)	1	15	1.2	-3.0	1	1.6	115	22	-17	-6	-1.6
CC[N+]12CCC(CC1)C(C(O)(c1ccccc1)c1ccccc1)C2 (centres undefined)	7	24	0.9	-4.4	-12	2.6	101	0	-12	0	0.2

Structural class: those above containing a CF3 group
SMILES	PKA-R1A activ	MOR-DOR inv ag	AddAB inh	MOR-DOR ag	PfHsp90 yeast 2	phage Ecoli inh	Pemphigus Ab inh	HTR5A inv ctr	Mot1-301 SUMO	HTR5A ag	Ecoli viability
CCOC(=O)C1SC2(C(F)(F)F)CC1(O)c1c(C)cc(C)nc1O2 (centres undefined)	0	3	2.3	-0.6	15	0.2	100	-19	-3	2	0.5
COC(=O)C1=C(c2ccc(OC(F)(F)F)cc2)C[C@@H]2CC[C@H]1N2C(=O)NC(C)C	-6	9	2.1	-1.9	12	1.8	99	-8	-6	2	-0.4
COC(=O)C1=C(c2ccc(OC(F)(F)F)cc2)C[C@@H]2CC[C@H]1N2C(=O)NCCCOC(C)C	0	8	-4.2	-1.3	0	4.9	x	-7	0	2	0.5
O=c1cc(C(F)(F)F)c2cc3c4c(c2o1)CCCN4CCC3	10	-14	2.3	2.9	-18	2.5	131	-3	4	1	-2.9

Returning to the listing, repeating the two entries before the break.
SMILES	PKA-R1A activ	MOR-DOR inv ag	AddAB inh	MOR-DOR ag	PfHsp90 yeast 2	phage Ecoli inh	Pemphigus Ab inh	HTR5A inv ctr	Mot1-301 SUMO	HTR5A ag	Ecoli viability
COc1ccc(CC(C)NC2CCCCCC2)cc1 (centres undefined)	1	15	1.2	-3.0	1	1.6	115	22	-17	-6	-1.6
CC[N+]12CCC(CC1)C(C(O)(c1ccccc1)c1ccccc1)C2 (centres undefined)	7	24	0.9	-4.4	-12	2.6	101	0	-12	0	0.2
CCN1C[C@]2(CO)CC[C@H](OC)[C@@]34C5C[C@H]6[C@H](OC)C5[C@](O)(C[C@H]6OC)[C@@](O)(C(OC)C23)[C@@H]14 (some centres undefined)	10	-2	4.7	0.4	-15	x	99	31	-5	-2	-0.5
O=C(CN1CCCCC1)c1ccc(F)cc1	4	8	-0.2	-1.6	5	2.1	96	1	-34	1	2.1
Cc1ccc2c(c1)CC1(CN2C)C(=O)NC(=O)N(c2cc(C)ccc2C)C1=O (centres undefined)	-22	-6	0.7	1.1	-13	1.0	104	17	-18	4	0.5
COC(=O)C1=C(c2ccc(Cl)c(C(F)(F)F)c2)C[C@@H]2CC[C@H]1N2C(=O)N1CCC(C)CC1	-10	-18	0.6	3.2	-17	x	95	-22	11	8	-0.4
COc1cc(C)c(CN2CC=C(c3ccc(F)cc3)CC2)cc1C	3	-24	4.8	4.9	10	1.9	103	-3	-22	2	-1.7
CC(C)c1ccc(O)c(CN2CCN(c3ccccc3)CC2)c1	4	-25	0.6	4.2	-3	3.4	99	-7	24	5	2.2
CNC(=O)NC(O)C(Cl)(Cl)Cl (centres undefined)	-2	14	-0.7	-2.1	-9	-0.6	105	9	68	3	0.7
O=C(c1ccc(Cl)cc1)N1CCC2(CC1)OCCO2	-4	8	0.7	-1.6	-1	-0.9	103	-15	-12	4	-15
OCC1(CO)COC(c2cccnc2)N1 (centres undefined)	-4	17	0.1	-3.3	x	4.0	100	-1	-3	1	0.2
NC1(C(=O)O)CCCc2ccc(N(CCCl)CCCl)cc21 (centres undefined)	-1	11	x	-2.1	10	0.4	91	5	x	-1	x
CCCOP(=O)(O)c1c([N+](=O)[O-])cc(C(F)(F)F)cc1[N+](=O)[O-] (tested in a mixture with another compound)	-5	-1	4.3	0.2	15	-0.4	100	-6	13	8	-1.1
Cc1ccc(NP(=O)(Oc2ccccc2)Oc2ccccc2)cc1	-10	-2	x	0.3	-37	2.8	125	-1	x	0	x
Cc1cc(/C=C2\C(=O)NC(=O)N(c3cccc(F)c3)C2=O)c(C)n1-c1ccc(C(=O)O)c(Cl)c1	10	10	0.2	-2.1	-8	-0.5	125	16	11	-5	-1.2
COc1ccc(C2(C#N)CCN(C)CC2)cc1	1	2	1.9	-0.4	-1	4.8	96	27	-7	0	0.2
COc1ccc(CC(=O)Nc2ccc(C#N)c(Cl)c2)cc1S(=O)(=O)N1CCOCC1	5	-1	-1.7	0.3	-10	2.6	119	-8	9	0	-0.4
CC(=O)O[C@@H]1[C@H]2CC[C@@H]3[C@]1(C[C@@H](OC(C)=O)[C@@]1(O)C([C@@H]4O[C@@H]4C1(C)C)[C@]3(C)O)C[C@@]2(C)O (some centres undefined)	-4	5	1.1	-0.8	-7	3.0	102	-15	0	5	-2.1
C[C@]12CC[C@H](O)CC1=C([N+](=O)[O-])CC1C2CC[C@@]2(C)C1CC[C@@H]2O (some centres undefined)	3	8	1.4	-1.6	23	3.0	108	1	2	0	-1.1
O=C1NC(=O)C(=Cc2coc3ccccc3c2=O)C(=O)N1	1	1	1.9	-0.1	5	4.2	100	20	50	1	-0.3
Cn1cccc1/C=C1\C(=O)NC(=O)N(Cc2ccccc2)C1=O	-12	-5	-0.1	1.0	8	-0.5	89	-1	68	1	-2.0
CCC(C)C1NC(=O)C2CCCN2C(=O)C(CC(C)C)OC(=O)CCNC(=O)C(C)N(C)C(=O)C(C(C)C)N(C)C1=O (centres undefined)	4	-6	x	1.3	-11	2.2	84	-29	x	8	x
C=C1C(=O)O[C@@H]2C[C@@H](C)[C@@H]3C4OC4C(=O)[C@@]3(C)[C@@H](O)[C@H]12 (some centres undefined)	-1	-30	2.7	5.3	10	-0.1	101	12	-12	4	3.7
C[C@]12CCC3C(CC[C@H]4C[C@H](O)CC[C@]34C)C1CCC2=O (some centres undefined)	4	-8	0.2	1.5	5	0.2	121	11	-2	-3	1.7
